RAM network inh: yeast RAM network inhibition; actives 1.8% (n = 190,000); S. cerevisiae dse1pr::URA3 reporter, 5-FOA growth OD615, 2 d; analog-sensitive cbk1-as2 kinase mutant strain; inhibition, % at 50 µM;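 active = inhibition above a set limit, 3 SD over mean compound inhibition, cut at about 8.4% in these data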;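 note: 0% = DMSO-only wells with no growth and 100% = 10 µM 1-NA-PP1 full growth; inhibition rescues growth on 5-FOA so higher OD means more RAM inhibition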
bIAP activator: increases bovine intestinal alkaline phosphatase activity. AID 1016. purified bovine IAP, CDP-star luminescence, 30 min; stronger effect = higher value; fold of DMSO-control signal, blank-subtracted. activation factor at 20 µM. actives 0.17% (n = 200,000);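 active = activation factor of 2 or more at 20 µM, a signal rise over negative controls twice the positive control's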
bIAP inhibitor: blocks bovine intestinal alkaline phosphatase activity | purified bovine IAP, CDP-star luminescence, 30 min | AID 1019 | 190,000 tested, under 10 active | inhibition, % at 20 µM;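 active = over 50% inhibition of intestinal alkaline phosphatase at 20 µM in the single-dose screen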
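Assay system: bovine IAP enzyme; medium: DEA buffer 100 mM, pH 9.8, with MgCl2 1.0 mM, ZnCl2 0.02 mM; doses: 20 µM single dose; incubation: enzyme reaction for 30 min at room temperature; detection: CDP-star luminescence signal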
TNAP inh hi DEA: blocks human TNAP under high phosphate acceptor concentration | P05186 | purified TNAP, CDP-star luminescence, 1 M DEA | inhibition, % at 20 µM | actives 0.03% (n = 200,000) | AID 1135;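 active = over 50% inhibition of tissue-nonspecific alkaline phosphatase at 20 µM in the single-dose screen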;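 note: plate controls were DMSO wells for no effect and EDTA-quenched wells as full inhibition for full effect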
Target sequence (P05186 whole entry, looked up): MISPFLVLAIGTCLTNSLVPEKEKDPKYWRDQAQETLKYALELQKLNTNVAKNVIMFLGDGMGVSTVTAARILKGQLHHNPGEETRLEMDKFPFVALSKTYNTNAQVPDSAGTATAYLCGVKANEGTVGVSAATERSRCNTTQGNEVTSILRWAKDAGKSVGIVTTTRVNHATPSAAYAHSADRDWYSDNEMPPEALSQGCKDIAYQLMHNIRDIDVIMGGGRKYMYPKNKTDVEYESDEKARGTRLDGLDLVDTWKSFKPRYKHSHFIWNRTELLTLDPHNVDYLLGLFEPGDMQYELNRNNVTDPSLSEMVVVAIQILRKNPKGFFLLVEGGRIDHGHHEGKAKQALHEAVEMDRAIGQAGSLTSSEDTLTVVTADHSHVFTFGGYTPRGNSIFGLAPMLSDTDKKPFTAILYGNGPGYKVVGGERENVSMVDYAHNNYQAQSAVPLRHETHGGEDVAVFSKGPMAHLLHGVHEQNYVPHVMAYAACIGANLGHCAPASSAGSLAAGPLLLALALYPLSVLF
FLuc stim CS: affects firefly luciferase, flagging false hits in luciferase stimulation screens; P08659; AID 1027; activation factor at 10 µM; 200,000 tested, under 10 active; ATPlite luciferase biochemical, luminescence, 10 min; 0 = ATP-free wells, 1 = DMSO control;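 active = luciferase activation factor, scaled between plate controls, of at least 2 with compound at 10 µM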
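System: Luciferase/luciferin detection reagent, cell-free biochemical luciferase assay | Medium: PBS buffer for ATP | Dosing: Test compounds dosed from 2 mM stocks in 100% DMSO | Timing: 10 min at ambient temperature | Signal: Luminescence measurement of luciferase light output | Evaluation: Luciferase activation, seen as luminescence increase over controls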
TNAP act hi DEA: TNAP (human) activation, high acceptor. P05186. activation factor at 20 µM. purified TNAP, CDP-star luminescence, 1 M DEA, 30 min; stronger effect = higher value; 0 = EDTA background, 1 = DMSO-only activity. 200,000 tested, under 10 active;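 active = activation factor at least 2 at 20 µM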
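Control set: EDTA negative control, DMSO positive control / Assay system: human TNAP / Quantity: TNAP 1/800 final / Evaluation: TNAP activation factor scaled between EDTA and DMSO control wells / Measured by: luminescent substrate turnover signal / Compound dosing: one dose, 20 µM / Times: 30 min enzyme reaction at room temperature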
APP transl inh: APP translation inhibition | SH-SY5Y APP 5'UTR-luciferase reporter, luminescence | inhibition, % at 2 µM | actives 0.82% (n = 190,000);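 active = inhibition above a set limit, derived from the sample mean plus 3 SD, cut at about 45% in these data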; note: values of inactives mirror those of a sister screen read the other way
FLuc inh counter: inhibits firefly luciferase, flagging false hits in luciferase inhibition screens | P08659 | ATPLite firefly luciferase biochemical luminescence, 10 min | inhibition, % at 10 µM | actives 1.5% (n = 200,000) | AID 1006;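 active = inhibition above about 50% when tested at 10 µM, limit read from the data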
L major viab: inhibitors of Leishmania major promastigote growth | AID 1063 | Leishmania major promastigotes, resazurin fluorescence viability | actives 9% (n = 200,000) | inhibition, % at 10 µM; in the data active = inhibition above about 50%;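 note: promastigotes grown with compound for 44 hours at 28 °C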
TNAP inh noacc: inhibitors of human TNAP without phosphate acceptor; P05186; inhibition, % at 20 µM; purified TNAP, CDP-star luminescence, 30 min; actives 0.26% (n = 200,000); AID 1012;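 active = tissue-nonspecific alkaline phosphatase inhibition above about 50% at 20 µM in the single-dose screen, limit read from the data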;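 note: 0% = DMSO negative control and 100% = EDTA positive control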
* = called active by the depositor.

item	Compound	RAM network inh	bIAP activator	bIAP inhibitor	TNAP inh hi DEA	FLuc stim CS
1	CCc1nnc(NC(=O)CCNC(=O)c2ccccc2Cl)s1	1.5	0.9	5	-8	1.1
2	O=C(CSC1CCCCC1)Nc1nccs1	1.1	0.9	11	-8	1
3	O=C(CN1C2CCCC1CC(NC(=O)c1ccccc1)C2)NC1CC1 (stereo not given)	0.6	0.9	5	0	1.1
4	O=c1cc(CSc2nnc(C3CC3)n2Cc2ccccc2)nc2sccn12	4.4	1	2	-6	1.1
5	FC(F)C(F)(F)C1=CC(c2cccs2)=NCCN1	0.2	0.9	10	-4	1.1
6	Cc1sc(NC(=O)c2ccco2)nc1-c1ccccc1	-1.6	0.8	16	-2	0.5
7	O=c1sc(Nc2ccccc2)nc2ccsc12	2.5	0.8	23	2	1
8	Cc1nn(C)cc1C=NCCOCc1ccccc1	1.6	0.9	7	-5	1.1
9	Cc1ccc(NC(=S)N2CCN(c3ccccn3)CC2)c(C)c1	1.7	1	-4	0	1
10	COc1ccc(OC)c(NC(=S)NCCCN2CCOCC2)c1	0.5	2.4*	-140	-3	1

item	TNAP act hi DEA	APP transl inh	FLuc inh counter	L major viab	TNAP inh noacc
1	1.1	-8	-8	-5	-14
2	1.1	-17	-3	1	-13
3	1	-11	-5	0	-6
4	1.1	-4	-8	-5	-16
5	1	-18	-6	-1	-5
6	1	-170	48	27	-8
7	1	-66	2	100*	-4
8	1	-1	-7	-5	0
9	1	-18	-2	20	-5
10	1	11	-4	62*	-9

(next part)
item	Compound	RAM network inh	bIAP activator	bIAP inhibitor	TNAP inh hi DEA	FLuc stim CS
11	O=C(c1cc2cc(Cl)ccc2oc1=O)N1CCCC1	2.4	0.9	14	3	1.1
12	Cc1cccc(C(=O)NCCc2nnc(SCC(=O)Nc3nc(C)cs3)n2C)c1	0.9	1	2	-5	1
13	CCOC(=O)c1[nH]c(C)c(C(=O)Nc2cc(Cl)ccc2C)c1C	3.7	0.9	7	-4	1.1
14	CC(Oc1ccccc1)C(=O)Nc1cccc([N+](=O)[O-])c1 (stereo not given)	-0.6	0.9	10	-2	1.1
15	FC(F)(F)c1nc2ccccc2nc1N/N=C/c1c(Cl)cccc1Cl	1.8	0.9	13	13	1
16	COCCCN=C(c1ccco1)n1c(=S)nc(-c2ccco2)n(CCCOC)c1=S	0.0	1.1	-15	-3	1
17	Cc1ccc2[nH]c(=S)cc(C)c2c1	1.5	0.9	12	1	1
18	Cn1c(=O)oc2cc(S(=O)(=O)N3CCCC(C(=O)N4CC=C(c5ccccc5)CC4)C3)ccc21 (stereo not given)	-0.1	1.1	-5	-5	1
19	Cc1ccc(-n2c(N)c(C(=O)NCc3ccco3)sc2=S)cc1	0.1	0.9	10	-3	1
20	CCCCN(CCCC)c1cc(C)nc(-c2ccccc2O)n1	-0.1	1	4	-5	1.1

item	TNAP act hi DEA	APP transl inh	FLuc inh counter	L major viab	TNAP inh noacc
11	1	0	-5	-7	-6
12	1	-8	-4	-5	-21
13	1	95*	-6	-2	-15
14	1	-22	-10	6	-9
15	0.9	-8	0	-3	6
16	1	-22	-3	-7	-93
17	1	9	-1	-1	-8
18	1.1	10	-4	17	-17
19	1	-10	-4	9	-7
20	1.1	16	-7	-1	-7

Remaining list, next part:
item	Compound	RAM network inh	bIAP activator	bIAP inhibitor	TNAP inh hi DEA	FLuc stim CS
21	CC(=O)c1sc(NC(=O)c2cccnc2Cl)nc1C	2.9	0.9	9	-4	0.9
22	O=C(C1=C[C@@H](c2coc3ccccc3c2=O)C[C@@H](OCc2ccc(CO)cc2)O1)N1CCOCC1	0.0	1	-2	0	1
23	COc1cccc(-n2c(CNC(=O)OC(C)(C)C)n[nH]c2=S)c1	1.6	0.9	10	-6	1
24	N=C(N)Sc1nc(N2CCCCC2)nc(N2CCCCC2)n1	2.6	1.1	-7	-7	1
25	COc1ccc(OC)c(NC(=O)c2cccc(Cn3cc(Br)c([N+](=O)[O-])n3)c2)c1	4.3	0.9	13	-3	1
26	CC(=O)Nc1sc2c(c1C(c1ccccn1)N1CCN(C)CC1)CCCC2 (stereo not given)	-0.2	1	-3	0	1
27	O=C(c1c(Cl)cccc1Cl)N1CCCCCC1	0.4	0.9	9	-6	1.1
28	Cc1ccc(C)c(NC(=S)N(CCc2ccncc2)C(C)C)c1	-0.5	1.1	-6	-1	1
29	CCC/C(O)=N\S(=O)(=O)c1ccc(N=NN(C)C)cc1	1.2	0.5	50	0	1.1
30	CCOc1ncccc1C(=O)OCC(=O)Nc1cccc(C(C)=O)c1	1.2	0.9	8	-5	1

item	TNAP act hi DEA	APP transl inh	FLuc inh counter	L major viab	TNAP inh noacc
21	1	16	5	-5	-5
22	1	-10	1	-5	-6
23	1.1	-7	0	-2	10
24	1.1	19	0	-5	-3
25	1	13	-2	100*	-1
26	1	-7	2	6	-13
27	1.1	-36	-6	-1	-12
28	1	0	-3	-1	-2
29	1	-38	-6	-10	-8
30	1.1	16	4	-1	-6

More results.
item	Compound	RAM network inh	bIAP activator	bIAP inhibitor	TNAP inh hi DEA	FLuc stim CS
31	c1ccc(-c2onc3c2CCCC3)cc1	0.9	0.6	44	-4	1
32	O=C(Nc1ccc(N2CCOCC2)cc1)Nc1cnsn1	1.9	0.9	7	-3	0.7
33	O=C(NCCO)c1ccc(Cl)c(Cl)c1	-0.2	1	-4	-1	1
34	CCOC(=O)C1=CN(Cc2ccc(OC)cc2)C=C(C(=O)OCC)C1c1cccs1	10*	1.1	-10	-5	1
35	COc1cccc(CNc2nc3nc(C)c(Cl)c(C)n3n2)c1	2.0	0.9	7	-2	1
36	Oc1c(Cl)cc(Cl)c2c1NCCC2	-1.3	1	3	2	1
37	Cc1nn(Cc2ccccc2)c(Cl)c1/C=C/C(=O)OC(C(=O)NC(N)=O)C(C)C (stereo not given)	3.0	1.1	-5	-5	1.1
38	NS(=O)(=O)c1ccc(-n2nncc2C23CC4CC(CC(C4)C2)C3)cc1	2.2	0.9	13	-6	1.1
39	CCCCNC(=S)NCCN1CCCCC1	-0.2	0.8	15	-2	1
40	COc1ccc(OC)c(NC(=O)CSc2nnc(C3CCCCC3)n2-c2ccccc2)c1	0.4	0.9	6	-2	1.1

item	TNAP act hi DEA	APP transl inh	FLuc inh counter	L major viab	TNAP inh noacc
31	1	-5	3	-2	-4
32	1	-40	30	1	-1
33	1	18	-1	-7	-4
34	1	-3	-4	100*	-15
35	1	-23	-1	5	-8
36	1	-12	-3	-6	-5
37	1	4	-7	-7	-6
38	1.1	-13	-7	7	-1
39	1	-29	-2	-4	5
40	1	13	-11	20	-4

Following part
item	Compound	RAM network inh	bIAP activator	bIAP inhibitor	TNAP inh hi DEA	FLuc stim CS
41	CCCCOc1ccccc1/C=N/NC(=O)CC#N	0.8	1.2	-18	4	1
42	O=C(CCCN1C(=O)/C(=C\c2cccs2)SC1=S)NNC(=O)c1cccnc1	3.6	0.9	5	2	1
43	COCCCNC(=O)CCC(=O)NNc1nc2ccccc2c2nc(-c3ccccc3)nn12	6.0	1	3	-2	1
44	Cc1cccc(N(C(=O)c2nsc(Cl)c2Cl)C(C(=O)NC2CCCC2)c2ccc(O)cc2)c1C (stereo not given)	4.9	0.7	30	-3	1.1
45	CCOc1ccc(-c2cc(C(=O)Nc3ccc4c(c3)OCCO4)c3ccccc3n2)cc1	2.5	1	3	-5	0.7
46	c1ccc(Nc2nc(N3CCOCC3)c3ccccc3n2)cc1	0.3	0.6	36	-6	1
47	COc1ccc(N2CC(=O)N(c3ccc(OC)c(OC)c3)CC2=O)cc1OC	2.5	0.9	6	-6	1.1
48	O=C(COC(=O)c1cc(S(=O)(=O)Nc2ccccc2Cl)ccc1O)Nc1nc2ccccc2s1	3.3	1	-2	-1	1
49	NC(=O)COC(=O)CNC(=O)c1ccc(Cl)cc1	-0.2	0.9	5	0	1
50	Cc1c(Nc2cc(Cl)c3nonc3c2[N+](=O)[O-])c(=O)n(-c2ccccc2)n1C	2.1	0.8	17	19	1.1
51	Cn1c(=O)c2c(ncn2CC(=O)OCC(=O)NC(c2ccccc2)c2ccccc2)n(C)c1=O	14*	0.9	8	0	1
52	Cn1c(=O)c(=O)n(C)c2cc(S(=O)(=O)N3CCN(c4cccc(C(F)(F)F)c4)CC3)ccc21	2.7	0.9	8	-2	1.1
53	COCCCNC(=O)C1CCN(C(=O)Nc2ccc(Cl)cc2)CC1	2.3	1	0	-4	1

item	TNAP act hi DEA	APP transl inh	FLuc inh counter	L major viab	TNAP inh noacc
41	1	-5	1	-3	-4
42	1	20	-3	-6	-87
43	1	-23	-3	-1	-133
44	1	8	-5	98*	-8
45	1	-13	26	5	-10
46	1.1	-7	2	79*	-6
47	1.1	-15	-9	-9	3
48	1	-19	-4	-14	-13
49	1	-5	-1	-5	-8
50	0.8	95*	-8	79*	18
51	1	-2	-4	-8	-4
52	1	-13	-10	-6	-10
53	1	10	-5	3	-12

A different layout for some results above:
Values run as follows: RAM network inh, bIAP activator, bIAP inhibitor, TNAP inh hi DEA, FLuc stim CS, TNAP act hi DEA, APP transl inh, FLuc inh counter, L major viab, TNAP inh noacc
#44 Cc1cccc(N(C(=O)c2nsc(Cl)c2Cl)C(C(=O)NC2CCCC2)c2ccc(O)cc2)c1C (stereo not given)
 : 4.9, 0.7, 30, -3, 1.1, 1, 8, -5, 98*, -8
#45 CCOc1ccc(-c2cc(C(=O)Nc3ccc4c(c3)OCCO4)c3ccccc3n2)cc1
 : 2.5, 1, 3, -5, 0.7, 1, -13, 26, 5, -10
#46 c1ccc(Nc2nc(N3CCOCC3)c3ccccc3n2)cc1
 : 0.3, 0.6, 36, -6, 1, 1.1, -7, 2, 79*, -6

Compound activity deposited in PubChem BioAssay by several laboratories.
